Screening results from PubChem BioAssay.
TbPYK inhibitor: qHTS of Trypanosoma Brucei Inhibitors. Potency, µM (top dose mostly 76.8 µM), inactives show top-dose activity, negative = inhibition, actives largely listed as inhibitors. TbPYK enzyme, Kinase-Glo Plus ATP luminescence, 45 min. pyruvate kinase (Trypanosoma brucei), Q57TT1. hit rate 0.12% among 410,000; note: nearly all actives have a fitted effect of over 50% in size
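ADP (130 uM final) triggers the TbPYK reaction after compound addition; incubation is 45 min at room temperature. Kinase-Glo Plus is then added and luminescence imaged. Normalized data are fitted to concentration-effect curves.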
HCV inh: qHTS Assay for Inhibitors of Hepatitis C Virus (HCV). Huh7.5.1 HCVcc-Cre infection, luciferase reporter, 44 h. Potency, µM (doses to about 41.8 µM), for the others: at the highest dose activity change, negative = inhibition, hits mostly inhibitors. hit rate 3.4% among 340,000
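Whole-lifecycle infectious HCVcc-Cre system; cells 1,000/well, compound then virus (~0.5 moi) added 4 h after plating, 44 h culture. Luciferase read 15 sec following 15 min substrate incubation, room temp.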
Sm TGR inh: qHTS Assay for the Inhibitors of Schistosoma Mansoni Peroxiredoxins; Schistosoma mansoni thioredoxin glutathione reductase (TGR), Q962Y6; purified TGR, DTNB reduction, TNB absorbance 405 nm; Potency, µM (top dose mostly 114 µM), for inactives: at the highest dose activity change, negative = inhibition, most hits filed as inhibitors; hit rate 3% among 360,000; AID 485364, 2010; note: nearly all actives have a fitted effect of over 60% in size
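TGR 20 nM + NADPH 100 uM (dispensed conc.), cpd preinc 15 min RT; start with NADPH (500 uM addition) then DTNB (15 mM addition). Kinetic TNB absorbance, 405 nm filter. Four-parameter Hill fit across titration.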
LmPK inhibitor: qHTS Assay for Inhibitors of Leishmania Mexicana Pyruvate Kinase (LmPK); purified LmPK, Kinase-Glo ATP luminescence, 1 h; Potency, µM (doses to about 57.5 µM), for inactives: top-dose activity change, negative = inhibition, actives largely listed as inhibitors; hit rate 0.37% among 290,000; Q27686
Target sequence (Q27686 whole entry, looked up): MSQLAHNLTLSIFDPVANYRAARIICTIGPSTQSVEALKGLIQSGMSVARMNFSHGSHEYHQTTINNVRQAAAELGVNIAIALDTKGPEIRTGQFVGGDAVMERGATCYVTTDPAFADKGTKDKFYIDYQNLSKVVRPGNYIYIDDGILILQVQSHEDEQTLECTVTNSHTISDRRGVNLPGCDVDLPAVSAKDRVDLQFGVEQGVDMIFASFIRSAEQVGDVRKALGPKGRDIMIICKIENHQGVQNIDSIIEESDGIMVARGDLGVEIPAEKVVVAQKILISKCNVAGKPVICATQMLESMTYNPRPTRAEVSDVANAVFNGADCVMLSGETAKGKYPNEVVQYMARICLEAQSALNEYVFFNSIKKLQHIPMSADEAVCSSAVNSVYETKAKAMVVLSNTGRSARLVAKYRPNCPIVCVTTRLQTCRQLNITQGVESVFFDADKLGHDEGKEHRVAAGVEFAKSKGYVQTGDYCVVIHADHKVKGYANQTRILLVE
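Pyruvate kinase activity monitored as ATP production (luciferase luminescence). Conditions: 0.1 nM enzyme, 0.5 mM PEP, 0.1 mM ADP, 1 h, RT; normalized against uninhibited and no-enzyme wells.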
Pf growth 48h: Primary qHTS for delayed death inhibitors of the malarial parasite plastid, 48 hour incubation; P. falciparum luciferase growth in erythrocytes, 48 h; Potency, µM (series often up to 28.7 µM), for inactives: at the highest dose activity change, negative = inhibition, hits mostly inhibitors; AID 504832, 2011; hit rate 5.9% among 310,000
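Read-out is firefly luciferase luminescence from an integrated reporter in P. falciparum, so falling signal marks reduced parasite growth. Infected erythrocytes were at 2% hematocrit and 0.1% parasitemia (final) in Albumax-supplemented RPMI 1640.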
Pf growth 96h: Primary qHTS for delayed death inhibitors of the malarial parasite plastid, 96 hour incubation; P. falciparum luciferase reporter growth, 96 h; hit rate 6.9% among 320,000; AID 504834, 2011; Potency, µM (doses to about 28.7 µM), for the others: top-dose activity change, negative = inhibition, hits mostly inhibitors
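P. falciparum expressing integrated firefly luciferase, in erythrocytes at 2% hematocrit, 0.05% parasitemia, incubated with compounds 96 h at 37 C, 5% CO2. Growth inhibition read as loss of luminescence; two-generation exposure targets delayed-death apicoplast inhibitors.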
* hit, by the source's call; u = inconclusive; x = no result given; & = joins results of further samples; ! = a repeat was not active; [ ] = dose if it differs, or a comment. Calls come from the whole dose curve; as a rule, active = well fitted curve in the direction sought with a large enough effect; inconclusive = small, poorly fitted or top-dose-only effect, or another doubt; inactive = no such curve, though single readings can be large; an effect the other way counts as inactive or inconclusive. % is set by controls: 0 for no effect and ±100 for the full control effect; potency is the fitted concentration of half-maximal effect.

The opening three compounds as a preview:
Every second line gives: TbPYK inhibitor, HCV inh, Sm TGR inh, LmPK inhibitor, Pf growth 48h, Pf growth 96h
- Cc1ccc(C)c(-n2c(CNC(=O)c3ccco3)nnc2SCC(=O)Nc2nccs2)c1
  1%, -13%, 5%, -3%, 12%, -1%
- O=C(NC1CC1)C1CCN(C2CCN(C(=O)CSc3ccccc3)CC2)CC1
  11%, 0%, 9%, -2%, 5%, 4%
- O=C(NNC(=S)Nc1ccc(Br)cc1)c1ccccc1Br
  -13%, -10%, 3%, 11%, 46%[activator], 9.3µM*

Results (from the top)
Every second line gives: TbPYK inhibitor, HCV inh, Sm TGR inh, LmPK inhibitor, Pf growth 48h, Pf growth 96h
- Cc1ccc(C)c(-n2c(CNC(=O)c3ccco3)nnc2SCC(=O)Nc2nccs2)c1
  1%, -13%, 5%, -3%, 12%, -1%
- O=C(NC1CC1)C1CCN(C2CCN(C(=O)CSc3ccccc3)CC2)CC1
  11%, 0%, 9%, -2%, 5%, 4%
- O=C(NNC(=S)Nc1ccc(Br)cc1)c1ccccc1Br
  -13%, -10%, 3%, 11%, 46%[activator], 9.3µM*
- COc1cc(CNCCCSc2nnnn2C)cc(Br)c1OC
  -4%, x, 7%, x, -18%, u
- O=C(NCc1ccc(F)cc1)c1noc2c1CCCC2
  -4%, 4%, 12%, 0%, 22%, 50%
- N#CCNC(=O)c1nn2c(C(F)(F)F)cc(-c3ccccc3)nc2c1Br
  0%, u, 6%, 4%, 7%, u
- COc1ccc(-c2nn(Cc3ccccc3)cc2C(=O)NC2CC2)cc1OC
  0%, 0%, 1%, x, -7%, u
- CCOC(=O)c1c(C)[nH]c(C2=NNC(=NC(C)COC)SC2)c1C (stereo unspecified)
  u, u, u, 1%, 226%[activator], 75%[activator]
- O=C(NC(Nc1nc2ccccc2s1)(C(F)(F)F)C(F)(F)F)c1ccccc1
  3%, 4%, 3%, 11%, x, -14%
- N#C/C(=C\C1=C(N2CCOCC2)C(=C\c2ccccc2)/CC1)C(=O)Nc1ccccc1F
  u, u, -15%, -22%, -24%, 0%
- CCOc1cc2c(cc1OCC)-n1cccc1C(c1ccccc1O)NC2 (stereo unspecified)
  0%, -5%, 14%, 6%, 8.3µM*, 6%
- COc1ccccc1/C=C/C(=O)N1CCC(c2ccccc2)C1 (stereo unspecified)
  -4%, 4%, -5%, -1%, 89%[activator], 80%[activator]
- CCn1c(=Nc2ccc(N3CCOCC3)cc2)ccc2ccccc21
  8%, 16%, -8%, 1%, -25%, 30%
- CNc1nc(Oc2ccc(=O)n(C)n2)nc(N2CCOCC2)n1
  1%&-2%, 4%, 9%&-2%, -4%, u, -85%
- O=C(CN1C(=O)NC2(CCCc3ccccc32)C1=O)NCc1ccc(Cl)cc1Cl (stereo unspecified)
  0%, x, -2%, 1%, -17%, -8%
- COc1ccc(CN2CCN(Cc3c[nH]c4ccccc34)CC2CCO)c(F)c1 (stereo unspecified)
  -2%, u, 12%, 2%, -27%, u
- O=C(/C=C/c1cccs1)NC(=S)NNC(=O)Cc1cccs1
  -9%, -19%, -4%, -2%, u, -45%
- CCc1ccc(Sc2cc(C(=O)NCCN3CCOCC3)c3ccccc3n2)cc1
  -1%, -15%, -5%, 9%, u, u
- COc1ccccc1N(C)S(=O)(=O)c1ccc(C(=O)OCC(=O)Nc2ccccc2F)cc1
  -3%, 8%, 10%, 4%, 25%, 17%
- Fc1ccccc1N=C1Nc2cccc3cccc1c23
  2%, -19%, -8%, -1%, 4%, 6%
- CN(CCOc1ccccc1)CC(=O)Nc1cccc(Br)c1
  6%, u, 18%, -6%, 7%, 13%
- Cc1cc2oc(C(=O)Nc3nonc3C)c(C)c2cc1C
  -1%, 12%, -2%, -11%, 124%[activator], u
- COc1ccc(CN2CCNC(=O)C2CC(=O)N(C)CCCN2CCOCC2)cc1C (stereo unspecified)
  4%, 17%, 1%, -10%, 4%, 31%[activator]
- COc1ccccc1NC(=S)N1CCN(C(c2ccccc2)c2ccccc2)CC1
  6%, u, -1%, 10%, u, 26%
- CCOC(=O)C(C)Oc1cccc2c(=O)n(CC(=O)N3CCCc4ccccc43)ccc12 (stereo unspecified)
  4%, 8%, -5%, 5%, 9%, -20%
- Cc1ccc(-n2ncc3c(NCc4cccnc4)ncnc32)c(C)c1
  -1%, 10µM*!, -1%, 3%, u, u
- CO/N=C(\C(=O)N[C@@H]1C(=O)N2C(C(=O)O)=C(COC(C)=O)CS[C@@H]12)c1csc(N)n1
  0%, x, x, x, 1%, 0%
- CCOC(=O)C1=C(C)Nc2ccccc2N/C1=N\S(=O)(=O)c1cc(C(=O)O)ccc1Cl
  1%, -1%, 1%, x, 2%, u
- Cn1c(SCC(=O)N2CCCCC2)nc2c([nH]c3ccccc32)c1=O
  4%, 12%, -16%, 4%, x, u
- CCN(CC)S(=O)(=O)c1cccc(C(=O)Nc2ccccc2)c1
  -1%, u, -1%, 5%, 85%[activator], -28%

Profiles, quoted from the list.
`COc1ccccc1NC(=S)N1CCN(C(c2ccccc2)c2ccccc2)CC1` is entered as TbPYK inhibitor: 6%; HCV inh: u; Sm TGR inh: -1%; LmPK inhibitor: 10%; Pf growth 48h: u; Pf growth 96h: 26%
`CCn1c(=Nc2ccc(N3CCOCC3)cc2)ccc2ccccc21` is entered as TbPYK inhibitor: 8%; HCV inh: 16%; Sm TGR inh: -8%; LmPK inhibitor: 1%; Pf growth 48h: -25%; Pf growth 96h: 30%

Additional records:
Every second line gives: TbPYK inhibitor, HCV inh, Sm TGR inh, LmPK inhibitor, Pf growth 48h, Pf growth 96h
- Cc1[nH]n(-c2ccccc2)c(=O)c1N=Nc1cccc(C(=O)O)c1
  -8%, 25%, 2%, -1%, 96%[activator], -8%
- CSc1ccc(/C=C2\C(=N)N3N=C(CC(=O)N4CCCCC4)SC3=NC2=O)cc1
  -3%, 13%, 1%, 7%, 2%, 8%
- Cc1n[nH]c(C)c1S(=O)(=O)N1CCC(C(=O)Nc2cccc(F)c2)CC1
  2%, -29%, -10%, -2%, 9%, u
- Cc1c(NC(=S)NC(C)(C)C)c(=O)n(-c2ccccc2)n1C
  4%, 20%, 12%, 1%, 5%, 3%
- COc1ccc(N2CCN(C(=O)CCc3ccccc3)CC2)cc1
  4%, -15%, 0%, -1%, x, -7%
- Cc1c(C(N)=O)sc(N)c1C(=O)OC(C)C
  10%, 0%, 0%, -7%, 0%, 10%
- O=C(C(F)C(F)(F)F)N1CCN(c2ccccc2)CC1 (stereo unspecified)
  -3%, 7%, -2%, 0%, 13%, 4%
- COC(=O)c1nn(-c2ccccc2)c(=O)cc1O
  5%, 11%, 0%, -3%, 443%[activator], 31%[activator]
- c1ccc(-c2nnc(CSc3nncs3)o2)cc1
  -4%, 15%, 1%, 0%, 101%[activator], 68%[activator]
- Cn1nc(C(=O)Nc2ccccc2N2CCCC2)c2ccccc2c1=O
  4%, 11µM*, -2%, 1%, u, 84%[activator]
- CCOC(=O)C1CCN(C(=O)CCS(=O)(=O)c2ccc3c(c2)CCN3C(=O)CC)CC1
  -10%, -12%, -14%, -1%, -4%, -17%
- O=c1[nH][nH]c(=O)c2cc(N3CCCC3)ccc12
  -16%, 1%, 1%, -3%, 1%, 9.3µM*
- C[C@H]1CC[C@]2(O[C@H](CCO)C[C@@H](O)[C@@H]2O)O1
  4%, -40%, 14%, 2%, -9%, 26%
- N#C/C(=C\c1ccccc1)C(=O)Nc1cccnc1
  -1%, 12%, 0%, -3%, 40%[activator], 46%[activator]
- COc1ccc(CNC(=O)COC(=O)/C=C/c2cccs2)cc1
  1%, 4%, -8%, 0%, 26%, 4%
- CS(=O)Cc1cc(Oc2ccccc2)nc(-c2ccncc2)n1 (stereo unspecified)
  1%, -8%, -3%, -6%, 21%, -2%
- O=C(CC(Cc1ccccc1)c1ccco1)NC1CCCCC1 (stereo unspecified)
  -17%, u, -9%, 4%, -2%, x
- NC1=C([N+](=O)[O-])C(c2ccc3c(c2)OCO3)C2=C(CCCC2=O)O1 (stereo unspecified)
  -2%, 0%, -22%, -1%, -15%, u
- CCOC(=O)c1c(C)nc(C(Cl)(Cl)Cl)nc1N
  2%, -5%, x, -4%, 13µM*, 140%[activator]
- Cc1ccc(SCC(=O)NC(=O)Nc2ccc3c(c2)OCCO3)cc1C
  1%, 13%, -13%, 1%, -3%, -21%
- CCOc1ccc(NC(=O)COC(=O)c2ccc3c(c2)OCO3)cc1
  0%, 3%, -11%, x, 31%[activator], 56%[activator]
- O=C(CN1C(=O)CN=C(c2ccccc2)c2ccccc21)NCc1ccco1
  -2%, 15%, 40µM*, 13%, 27%, u
- O=C(Nc1ccc2c(c1)OCO2)C1CCN(Cc2cnn(-c3ccccc3)c2-n2cccc2)CC1
  -13%, u, 1%, 0%, x, 2%
- O=C(NCc1ccccn1)C(=O)NCC1OCCN1S(=O)(=O)c1ccc(Br)cc1 (stereo unspecified)
  3%, 9%, -20%, -12%, -1%, u
- O=C(Nc1ccc2c(c1)OCO2)c1ccc[n+]([O-])c1
  x, -1%, -24%, 3%, 53%[activator], 104%[activator]
- COC(=O)C1=CN(c2ccc(F)c(F)c2)C=C(C(=O)OC)C1c1ccc([N+](=O)[O-])cc1
  1%, u, -10%, 3%, u, 0%
- CSc1ncccc1C(=O)OCC(=O)N1CC(=O)Nc2ccccc21
  0%, 10%, -2%, x, -9%, 10%
- Cc1cccc(NC(=O)c2ccc(COc3ccc4ccccc4c3)o2)n1
  7%, -14%, -9%, 5%, -3%, 185%[activator]
- CCOc1ccc(NC(=O)CN(c2cccc(C(F)(F)F)c2)S(C)(=O)=O)cc1
  -2%, u, 7%, -4%, x, 37%[activator]
